Bioassay records as filed in PubChem.
RBBP9 inh = human RBBP9 inhibitors, primary screen, biochemical, fluorescence polarization, FP-Rh probe, HTS; Serine hydrolase RBBP9 (Homo sapiens), O75884; recombinant RBBP9; inhibition, % at 7.94 µM; hit rate 0.2% among 220,000; AID 1515, 2009;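 active = inhibition above the campaign mean of all tested compounds plus 3 SD, cut at about 14% in these data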;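 note: plate controls were DMSO wells with RBBP9 for no effect and wells lacking RBBP9 protein for full effect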
Target sequence (O75884 whole entry, looked up): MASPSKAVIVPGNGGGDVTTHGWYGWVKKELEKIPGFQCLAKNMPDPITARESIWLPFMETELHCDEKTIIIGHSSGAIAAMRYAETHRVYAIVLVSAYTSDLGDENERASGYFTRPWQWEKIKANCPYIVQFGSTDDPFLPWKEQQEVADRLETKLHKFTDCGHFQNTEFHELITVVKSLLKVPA
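System: RBBP9 protein / Buffer or medium: Tris/NaCl buffer pH 8.0 with 0.1% Pluronic / Probe or stimulus: Serine-hydrolase probe FP-Rh, 375 nM pre-mixing / Dosing: 7.94 µM single dose, 0.794% DMSO / Times: enzyme-compound preincubation 30 min, then probe labeling 45 min, 25 °C / Technique: fluorescence polarization (mP), excitation 525 nm, emission 598 nm / Replication: singlicate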
S1P4 antag = S1P4 receptor antagonists, primary screen, cell-based; Sphingosine 1-phosphate receptor 4 (Homo sapiens), O95977; S1P4-expressing cells, antagonist mode, reporter read-out; inhibition, % at 4.98 µM; hit rate 0.26% among 220,000; in the data active = inhibition above about 29%;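 note: 0% = wells stimulated with agonist and 100% = vehicle wells without agonist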
Target sequence (O95977 whole entry, looked up): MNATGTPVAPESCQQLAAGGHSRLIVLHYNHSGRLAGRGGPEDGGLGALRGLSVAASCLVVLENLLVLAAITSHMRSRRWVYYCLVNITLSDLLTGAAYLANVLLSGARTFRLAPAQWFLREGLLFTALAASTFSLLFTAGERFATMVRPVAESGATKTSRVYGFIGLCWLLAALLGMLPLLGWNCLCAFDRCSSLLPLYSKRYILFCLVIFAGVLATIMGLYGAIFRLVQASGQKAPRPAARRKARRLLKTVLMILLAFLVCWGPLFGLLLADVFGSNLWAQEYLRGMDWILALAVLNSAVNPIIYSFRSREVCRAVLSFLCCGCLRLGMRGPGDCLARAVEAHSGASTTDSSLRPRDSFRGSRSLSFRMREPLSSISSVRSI
S1P4 ag = S1P4 receptor agonists, primary screen, cell-based. S1P4-expressing cell line, agonist reporter assay. hit rate 0.35% among 220,000. activation, % at 4.98 µM; in the data active = activation above about 11%;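 note: 0% = DMSO vehicle and 100% = reference agonist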
Runt-CBFb FRET = inhibitors of RUNX1 Runt–CBFb binding, primary screen, biochemical, FRET, Cerulean-Runt, Venus-CBFb, uHTS. Runt-related transcription factor 1 (Homo sapiens) + Core-binding factor subunit beta …. Cerulean-Runt/Venus-CBFb FRET ratio 530/480, 1 h. inhibition, % at 20 µM. hit rate 0.46% among 220,000. AID 1496, 2009;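 active = inhibition over about 50% at 20 µM in the single-dose screen, limit read from the data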;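 note: 0% = DMSO wells and 100% = excess unlabeled CBFb competitor control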
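Reagent – Venus-CBFb binding partner, 100 nM · Assay system – Cerulean-tagged RUNX1 Runt domain (FRET donor) fusion protein · Input – 100 nM per protein · Incubation – two 1 h room-temperature incubations shielded from light · Measured by – FRET fluorescence · Medium – Tris buffer pH 7.5 with salts and BSA · Benchmarks – unlabeled CBFb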
Ba/F3 V617F tox = reduced viability of JAK2V617F-dependent Ba/F3 cells, primary screen, JAK2V617F inhibitor project, cell-based, Ba/F3 EpoR-JAK2V617F, luminescence | ATP luminescence | AID 1446, 2008 | inhibition, % at 5.6 µM | hit rate 1.1% among 220,000;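 active = inhibition above the campaign mean plus 3 SD over all tested compounds, cut at about 24% in these data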;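 note: cytokine-independent growth of Ba/F3 cells driven by EpoR plus mutant JAK2; 0% = DMSO-treated cells and 100% = JAK inhibitor I control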
NPY2 pot ag = NPY-Y2 potentiators or agonists, primary screen, cell-based; Neuropeptide Y receptor type 2 (Homo sapiens), P49146; cells expressing NPY-Y2, potentiator/agonist read-out; activation, % at 3.6 µM; hit rate 0.45% among 220,000; AID 1359, 2008; in the data active = activation above about 27%;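 note: cells stimulated with NPY near EC25 plus isoproterenol at EC100; 0% = vehicle plus submaximal agonist and 100% = vehicle plus saturating agonist; some results beyond the cut were filed as inactive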
Target sequence (P49146 whole entry, looked up): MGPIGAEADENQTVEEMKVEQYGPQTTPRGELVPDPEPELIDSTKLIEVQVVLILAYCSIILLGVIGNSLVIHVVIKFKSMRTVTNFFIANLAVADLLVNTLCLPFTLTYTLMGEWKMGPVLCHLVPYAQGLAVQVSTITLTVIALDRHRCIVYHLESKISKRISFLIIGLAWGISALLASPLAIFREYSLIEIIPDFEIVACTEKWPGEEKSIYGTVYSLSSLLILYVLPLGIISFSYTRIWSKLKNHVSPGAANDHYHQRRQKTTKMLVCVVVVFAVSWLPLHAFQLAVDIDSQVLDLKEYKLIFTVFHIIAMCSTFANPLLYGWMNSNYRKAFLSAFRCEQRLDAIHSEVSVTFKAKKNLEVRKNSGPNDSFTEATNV
NPY1 pot ag = NPY-Y1 receptor potentiators or agonists, primary screen, cell-based; Neuropeptide Y receptor type 1 (Homo sapiens), P25929; NPY-Y1 expressing cells, potentiator/agonist activation; activation, % at 3.6 µM; hit rate 0.37% among 220,000; in the data active = activation above about 33%, passing the limit was not always enough;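 note: cells stimulated with NPY at EC10 then isoproterenol at EC100; 0% = low agonist plus stimulus and 100% = saturating agonist plus stimulus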
NPY Y1 blocker = NPY-Y1 receptor antagonists, primary screen, cell-based. HEK293-CNG Y1 cells, membrane potential fluorescence; NPY at EC95, then isoproterenol. inhibition, % at 3.6 µM. hit rate 1% among 200,000. AID 1040, 2008;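 active = inhibition above the campaign mean inhibition of all tested compounds plus 3 SD, cut at about 20% in these data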;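 note: 0% = DMSO wells given NPY plus isoproterenol and 100% = isoproterenol alone without NPY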
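System: HEK293 cells with Y1 receptor plus CNG channel / Probe or stimulus: NPY 25 nM then isoproterenol 1 µM plus Ro 20-1724 25 µM / Compound: one concentration, 3.6 µM, in 0.4% DMSO / Schedule: compound incubation 1 h at room temperature, readout 45 min post-stimulation / Measured by: membrane potential fluorescence / Read-out: % inhibition of NPY effect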
BaF3 parental = parental Ba/F3 cell viability inhibition, counter-screen for JAK2V617F inhibitor project, murine pro-B, CellTiter-Glo luminescence | CellTiter-Glo ATP luminescence | inhibition, % at 5.6 µM | hit rate 1.1% among 220,000 | AID 1486, 2009;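 active = inhibition above a per-campaign cutoff, the mean inhibition of all tested compounds plus 3 SD, cut at about 27% in these data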;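 note: 0% = DMSO wells and 100% = JAK Inhibitor I control wells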
* = called active by the depositor; . = no result given.

Values in the order – RBBP9 inh, S1P4 antag, S1P4 ag, Runt-CBFb FRET, Ba/F3 V617F tox, NPY2 pot ag, NPY1 pot ag, NPY Y1 blocker, BaF3 parental
1. CN(c1cccc(Cl)c1)S(=O)(=O)c1cccc(C(=O)Nc2nc3ccccc3[nH]2)c1
→ -21.6, 11.1, -1.4, 1.4, 4.5, -9.5, -63.5, 29.6*, 8.8
2. COc1ccc(Nc2n[nH]c(N)c2C(N)=O)cc1
→ -10.5, 3.4, 3.3, 0.2, 1.5, -4.1, -2.1, -3.5, 0.2
3. CCCCC(Sc1nc(N)c(NC(=O)c2ccc(OCC)cc2)c(=O)[nH]1)C(=O)O (centres undefined)
→ -5.2, -16.5, 1.8, 3.2, -0.9, 2.0, 15.2, 2.6, 1.0
4. c1csc(-c2cn3ccc4ccccc4c3n2)c1
→ 1.7, 2.1, 2.8, 0.2, 2.5, -16.8, -9.3, 1.5, 7.4
5. COc1ccc(CCNC(=O)CSc2nc(N)cc(=O)[nH]2)cc1OC
→ -3.3, -6.5, 0.4, -1.0, 2.1, -3.6, -0.2, -4.5, 5.4
6. O=S(=O)(N1CCCCC1)N1CCN(S(=O)(=O)N2CCCCC2)CC1
→ -3.6, -11.6, 0.8, 2.5, -2.8, -20.6, -11.8, 2.1, 7.2
7. CCOC(=O)c1sc(=S)n(-c2ccc(Cl)cc2)c1C
→ -6.3, -4.9, -0.3, -2.2, -2.9, -29.6, -55.5, 6.6, 0.5
8. NC(=O)c1c(NC(=O)COC(=O)CSc2nnc(-c3ccc(Cl)cc3)o2)sc2c1CCC2
→ -5.2, -20.0, 1.5, 1.7, -1.1, -19.7, -30.1, 7.7, 6.0
9. O=C(NCCCN1CCN(c2ccccc2F)CC1)C1CCN(S(=O)(=O)N2CCOCC2)CC1
→ 0.6, -19.7, 2.1, -0.4, -0.4, 3.9, 5.0, -1.2, -1.5
10. COc1ccc(C(=O)NC(=O)CSc2nnc(-c3ccco3)n2-c2ccccc2)cc1
→ -3.4, 3.7, 0.2, 6.0, -2.5, -0.2, 6.6, -3.7, 6.0
11. CSc1nnc2c(n1)OC(C)N(C(=O)c1ccccc1)c1ccccc1-2 (centres undefined)
→ -3.3, 4.5, -1.3, 1.4, 7.8, -3.9, -9.8, 0.4, 7.0
12. C=CCOC(=O)N1CCN(c2cccc(C(F)(F)F)c2)CC1
→ 1.1, -0.8, -1.9, -4.9, -2.0, 2.0, -3.2, 8.8, -1.4
13. CC1CN(C(=O)N(C)C)CCN1C(=O)N(C)C (centres undefined)
→ -11.3, -18.7, 0.6, -0.3, 2.0, 1.3, -5.5, -2.7, 0.3
14. CCCCNc1c(N)n(CC(C)C)c(=O)[nH]c1=O
→ -7.1, -9.1, -0.3, 7.1, 0.3, -5.0, -11.3, 0.2, 0.3
15. CCCN1CCN(CCCNC(=O)Cn2ncc3c4ccccc4n(C)c3c2=O)CC1
→ -8.7, -12.1, 1.3, 0.9, -5.3, -0.6, -23.2, -0.5, -1.9
16. O=C(c1ccccc1)c1ccc2nc[nH]c2c1
→ -3.4, -28.7, -0.4, -0.2, -3.3, -5.6, -10.7, -7.8, 0.5
17. Cc1ccc(S(=O)(=O)N(C)C)cc1NC(=S)NC(C)CCC(C)C (centres undefined)
→ -6.4, 2.1, -0.5, 0.0, 0.2, 10.7, -1.9, 8.2, 3.4
18. O=C1OC(/C=C/c2ccc(Cl)cc2Cl)=NC/1=C\c1cccs1
→ -6.8, -20.5, -0.3, -3.6, -2.0, 0.8, -11.2, -1.0, 5.1
19. O=C(Cn1c(=O)oc2ccccc21)Nc1ccccc1N1CCOCC1
→ -13.7, 8.8, -1.1, -2.0, 5.3, -30.7, -13.2, 1.5, 7.4
20. COc1ccccc1NC(NC(=O)c1cccnc1)C(Cl)(Cl)Cl (centres undefined)
→ -3.6, -0.6, -1.1, -0.3, -3.3, 15.8, 16.5, -7.6, 2.2
21. O=C(Nc1c(F)cc(F)cc1Br)C1CCCO1 (centres undefined)
→ 1.7, -16.4, -0.8, -0.2, -1.5, 7.8, -7.9, 8.4, 3.2
22. Cc1ccc2c(c1)c1c(n2CC(O)Cn2nc(C)c(Br)c2C)CCCC1 (centres undefined)
→ -3.9, 3.5, 1.8, -1.9, 1.2, 1.6, 5.7, 2.1, 4.3
23. N/C(=N\OC(=O)c1ccc2ccccc2c1)c1ccncc1
→ -7.1, 13.0, -1.4, -0.2, 1.5, -43.7, -22.7, 2.0, 1.8
24. CCN(CC)C(=O)C1CCCN(Cc2ccccc2)C1 (centres undefined)
→ -5.1, 5.1, 21.8*, -1.3, -2.9, -1.0, 18.9, -0.6, 4.8
25. CCOn1c(SC(C)C)nc2ccccc2c1=O
→ -0.9, -6.9, 1.0, 0.1, -2.4, -5.5, -5.5, 4.6, 3.3
26. Cc1ccc(NCc2n[nH]c(=S)n2-c2ccccc2)c(C)c1
→ -16.4, -14.5, 1.2, 6.9, 0.9, -0.3, 5.5, -2.5, 6.9
27. Cc1ccc(/C=C(\C#N)C(=O)NC(C)C)o1
→ -5.9, -8.6, 2.0, -1.0, 2.2, 2.9, -10.3, -1.1, 6.4
28. CC1CCCCN1C(=O)c1ccc(S(=O)(=O)N2CCCCC2C)cc1 (centres undefined)
→ -2.9, -19.4, 1.2, -0.6, -0.5, 3.9, 8.7, 11.9, 4.8
29. NS(=O)(=O)c1ccc(NC(=S)N2CCN(Cc3ccc(Cl)c(Cl)c3)CC2)cc1
→ -3.5, -1.4, -1.6, 0.4, -0.3, -8.1, 3.9, -3.8, 7.2
30. CCOC(=O)N1CCN(C(=O)CCCN2C(=O)CSc3nc(C)cc(C)c32)CC1
→ -7.7, -22.4, -1.0, -0.7, -2.5, 0.5, -2.7, 2.1, 1.4
31. CCN(CC)C(=O)Cn1cc(C(=O)C(=O)NCCCn2ccnc2)c2ccccc21
→ -6.7, -14.7, 0.4, -0.8, 0.2, -4.2, 7.8, 2.6, 4.3
32. O=c1c2ccccc2c2ccccc2c(=O)n1CC1CCCO1 (centres undefined)
→ -3.9, 1.0, 0.7, 0.6, -0.2, 1.2, -0.9, 2.8, 2.7
33. CO[C@@]1(NC(=O)CSCC#N)C(=O)N2C(C(=O)O)=C(CSc3nnnn3C)CS[C@@H]21
→ -13.5, -10.9, 1.2, -1.4, -2.7, -5.7, 10.3, -3.1, 6.4
34. COc1cc(NC(=O)COC(=O)CNS(=O)(=O)c2ccc(F)c(F)c2F)cc(OC)c1
→ -8.0, 6.1, 2.2, -1.6, -1.6, 14.6, 1.4, 0.4, 0.1
35. COc1ccc(/C=C/C(=O)NC(=S)NN2CCCCC2c2cccnc2)cc1 (centres undefined)
→ -3.9, -11.5, 3.0, 3.1, 0.5, -9.0, -37.0, 5.0, 6.2
36. O=C(NCCC1=CCCCC1)C1CC(=O)N(C2CCCCCC2)C1 (centres undefined)
→ -5.5, -0.8, -2.1, -1.9, -2.6, 5.3, 1.6, 4.5, 0.2
37. Cc1ccc(S(=O)(=O)Oc2ccccc2/C=N/NC(=O)c2c(Cl)cnn2C)cc1
→ 3.5, -21.2, 2.2, -2.0, -5.1, 12.9, -18.6, -1.3, -0.8
38. Cc1cc(Nc2ccccc2)n2nc(C)c(-c3ccccc3)c2n1
→ -7.3, -2.5, -0.3, -1.1, 1.2, -2.8, -18.5, ., -4.1
39. COc1ccc(CC(=O)NC(C)CCc2ccccc2)cc1 (centres undefined)
→ -3.6, 1.0, 0.1, -0.4, -3.0, -3.2, -2.6, -2.4, 2.2
40. COc1ccc(NC(=O)CN2CCC(Cc3ccccc3)CC2)cc1S(=O)(=O)N1CCOCC1
→ -4.4, -9.0, 0.2, -6.8, 2.4, -9.6, 8.9, 10.9, 3.4

Just BaF3 parental and NPY2 pot ag, for some of the entries so far:
No. | Molecule | BaF3 parental | NPY2 pot ag
16 | O=C(c1ccccc1)c1ccc2nc[nH]c2c1 | 0.5 | -5.6
8 | NC(=O)c1c(NC(=O)COC(=O)CSc2nnc(-c3ccc(Cl)cc3)o2)sc2c1CCC2 | 6.0 | -19.7

Going on with the list:
Values in the order – RBBP9 inh, S1P4 antag, S1P4 ag, Runt-CBFb FRET, Ba/F3 V617F tox, NPY2 pot ag, NPY1 pot ag, NPY Y1 blocker, BaF3 parental
41. COc1ccc2occ(C(=O)c3ccc(N=C(C)N(C)C)cc3)c2c1
→ -3.7, -5.2, 0.6, -0.8, 2.7, 5.1, -9.4, 8.9, 5.2
42. CCn1c(CC(=O)Nc2ccccc2)nnc1SCC(=O)Nc1ccccc1C(=O)OC
→ -11.6, -1.3, 1.8, -0.3, -1.6, 7.6, 3.0, 0.8, 5.1
43. C=CCN(c1ccccc1C(=O)O)S(=O)(=O)c1ccc(C)cc1
→ -1.9, -28.2, 1.4, ., -1.4, 5.1, 3.0, 3.1, 5.2
44. O=S(=O)(NC1=NCCCCC1)c1ccccc1Cl
→ 5.8, 2.7, -0.1, 2.2, -3.7, -23.9, -0.3, ., 0.1
45. O=C(CSc1cc(Cl)ccc1Cl)NC1CCCc2ccccc21 (centres undefined)
→ 2.7, -15.7, 1.6, -1.1, -1.3, 12.6, -10.7, 10.0, 4.0
46. O=C(NN1CCOCC1)c1sc2cccc(F)c2c1Cl
→ -0.2, 5.4, -1.5, 1.7, 3.0, -35.2, -39.9, 9.2, 2.4
47. Cc1ccccc1N=Nc1c(C)[nH]n(-c2ccccc2)c1=O
→ -6.4, -15.7, 0.0, -3.8, -1.0, 0.6, 11.3, 6.0, 6.0
